LAP4-GFP MLPCN = modulators of TOR pathway LAP4-GFP in S. cerevisiae. GFP response vs DMSO, % at 10 µM. 0.34% of 320,000 active. S. cerevisiae LAP4-GFP multiplex, flow cytometry GFP, 3 h; median GFP as percent of DMSO wells;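 active = GFP response vs DMSO above a set limit, about the screen mean plus 3 SD, cut at about 150% in these data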
MEP2 TOR yeast = modulators of TOR pathway MEP2-GFP in S. cerevisiae; S. cerevisiae MEP2-GFP strain, flow cytometry GFP, 3 h; 100% = DMSO control level; GFP response vs DMSO, % at 10 µM; AID 2016; 0.51% of 330,000 active;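 active = GFP response versus DMSO above a set limit, roughly screen mean plus 3 SD, cut at about 180% in these data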;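 note: median GFP fluorescence of the barcode-gated MEP2-GFP cells per well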
AHR activator = activators of human aryl hydrocarbon receptor; AHR-responsive luciferase reporter cells, luminescence; activation, % at 5 µM; 2.5% of 320,000 active; AID 2796; in the data active = activation above about 47%;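 note: 0% = vehicle wells and 100% = reference agonist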
Target sequence (P35869 whole entry, looked up): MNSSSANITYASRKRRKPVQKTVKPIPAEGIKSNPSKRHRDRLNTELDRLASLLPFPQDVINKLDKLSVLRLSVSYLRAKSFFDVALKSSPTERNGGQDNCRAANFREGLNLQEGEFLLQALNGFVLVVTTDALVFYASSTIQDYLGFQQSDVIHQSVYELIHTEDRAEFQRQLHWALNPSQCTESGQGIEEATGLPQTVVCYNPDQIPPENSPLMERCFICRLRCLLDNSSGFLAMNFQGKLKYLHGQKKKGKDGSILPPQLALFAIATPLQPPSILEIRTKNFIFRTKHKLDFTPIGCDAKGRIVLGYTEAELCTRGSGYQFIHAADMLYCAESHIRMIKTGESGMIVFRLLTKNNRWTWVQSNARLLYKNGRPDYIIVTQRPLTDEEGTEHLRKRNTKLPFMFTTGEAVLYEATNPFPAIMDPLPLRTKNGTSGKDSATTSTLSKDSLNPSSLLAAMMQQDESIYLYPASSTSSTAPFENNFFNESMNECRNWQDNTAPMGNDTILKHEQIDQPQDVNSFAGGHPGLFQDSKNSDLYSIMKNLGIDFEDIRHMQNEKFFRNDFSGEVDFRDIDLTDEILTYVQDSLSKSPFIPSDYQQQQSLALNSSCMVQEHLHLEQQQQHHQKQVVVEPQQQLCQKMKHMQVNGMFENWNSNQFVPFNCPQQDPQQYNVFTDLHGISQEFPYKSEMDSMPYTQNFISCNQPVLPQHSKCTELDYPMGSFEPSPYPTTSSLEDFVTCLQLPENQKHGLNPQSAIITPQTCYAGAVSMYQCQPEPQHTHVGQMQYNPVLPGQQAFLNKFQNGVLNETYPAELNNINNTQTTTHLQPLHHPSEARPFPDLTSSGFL
RPL19A-GFP yeast = alters RPL19A-GFP fluorescence in TOR pathway yeast screen | S. cerevisiae RPL19A-GFP strain, flow cytometry, 3 h; active compounds read low | percent response vs DMSO, % at 10 µM | 0.3% of 330,000 active | AID 2025;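 active = percent response vs DMSO below 50%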;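 note: median channel GFP fluorescence of the barcoded RPL19A-GFP strain; ratio of sample median GFP to plate DMSO average so 100% = DMSO; lower means less RPL19A-GFP as with rapamycin TOR inhibition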
AGP1-GFP MLPCN = alters AGP1-GFP fluorescence in TOR pathway yeast screen; S. cerevisiae AGP1-GFP multiplex flow cytometry, 3 h; GFP as percent of DMSO wells; GFP response vs DMSO, % at 10 µM; 0.02% of 320,000 active;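 active = GFP response relative to DMSO above a set limit, near screen average plus 3 SD, cut at about 150% in these data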;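 note: median GFP channel fluorescence of the gated AGP1 strain per well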
CR mimetic SO = caloric restriction mimetics inhibiting age-related superoxide in yeast; AID 2690; superoxide response (% of plate mean), % at 10 µM; S. cerevisiae aged cells, superoxide DHE fluorescence; active compounds read low; 0.18% of 330,000 active;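 active = superoxide response under a set limit, about three screen SD below normal, cut at about 65% in these data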;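 note: yeast aged for seven days with compound at 30 °C before DHE staining; 100% = average MFI of all compound-treated wells on the plate with controls excluded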
CIT2 TOR yeast = yeast TOR pathway CIT2-GFP modulation. S. cerevisiae CIT2-GFP strain, flow cytometry, 3 h; 100 means same as DMSO wells. GFP response vs DMSO, % at 10 µM. 0.065% of 320,000 active;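 active = GFP response relative to DMSO above a set limit, near the screen mean plus 3 SD, cut at about 150% in these data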;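 note: ratio of well median GFP fluorescence to mean of DMSO wells on the plate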
Efflux pump inh = inhibitors of Candida antifungal efflux pumps expressed in yeast. 0.44% of 330,000 active. S. cerevisiae Candida pump triplex, Nile Red efflux. inhibition, % at 10 µM. AID 485275;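 active = plate passing quality check with inhibition over a set limit, or well fluorescence over plate mean plus 4 SD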;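 note: Nile Red retained in pooled yeast measured as flow cytometry median fluorescence; 0% = buffer negative control and 100% = Enniatin B positive control; higher means more Nile Red kept so more efflux inhibition; some compounds called inactive have numbers as strong as hits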
The depositor's hits bear a star; · = no result given.

Sample of the layout:
item	canonical_smiles	LAP4-GFP MLPCN	MEP2 TOR yeast	AHR activator	RPL19A-GFP yeast
1	CC(C)c1ccc(CNc2ccc3c(c2)ncn3C)cc1	104	94	63*	98
2	O=C(Cn1ccc2ccccc2c1=O)Nc1ccc2c(c1)OCO2	93	96	7	98
3	CCOC(=O)/C(C#N)=C/c1cc2ccccc2nc1N1CCOCC1	98	102	1	95
4	COCCNC(=O)C(C)N1c2cccc3cccc(c23)S1(=O)=O (stereo not drawn)	88	92	2	94
5	CCCNC(=O)N1c2ccccc2Sc2ccccc21	103	96	-2	97
6	CCNC(=O)CC1C(=O)N(c2ccc(C)cc2)C(=O)N1CCc1ccc(OC)c(OC)c1 (stereo not drawn)	93	97	1	93
7	COc1ccc2[nH]c(=O)c(CN(CCCN3CCOCC3)C(=O)NCc3ccccc3)cc2c1	104	100	4	101
8	Cc1[nH]n(-c2ccc(Cl)cc2)c(=O)c1/C=N/c1nnc(-c2ccccc2)s1	88	97	33	98
9	O=C(c1ccco1)N1CCN(C(=O)C2(S(=O)(=O)c3ccc(Cl)cc3)CC2)CC1	100	109	-3	98
10	Cc1ccc(Cn2c(C)cc3c(c2=O)C(c2cccs2)C(C#N)=C(N)O3)cc1 (stereo not drawn)	111	109	0	106
11	O=S(=O)(c1ccccc1)c1nc(-c2ccc(F)cc2)oc1N1CCOCC1	104	106	-2	108

item	AGP1-GFP MLPCN	CR mimetic SO	CIT2 TOR yeast	Efflux pump inh
1	106	102	103	-0.1
2	95	95	93	0.0
3	87	96	94	-0.4
4	90	101	88	0.2
5	97	103	89	0.1
6	94	103	91	-0.1
7	103	93	105	-0.1
8	93	106	96	0.2
9	102	107	103	0.1
10	112	98	111	-0.1
11	102	79	107	0.0

Results (from the top)
item	canonical_smiles	LAP4-GFP MLPCN	MEP2 TOR yeast	AHR activator	RPL19A-GFP yeast
1	CC(C)c1ccc(CNc2ccc3c(c2)ncn3C)cc1	104	94	63*	98
2	O=C(Cn1ccc2ccccc2c1=O)Nc1ccc2c(c1)OCO2	93	96	7	98
3	CCOC(=O)/C(C#N)=C/c1cc2ccccc2nc1N1CCOCC1	98	102	1	95
4	COCCNC(=O)C(C)N1c2cccc3cccc(c23)S1(=O)=O (stereo not drawn)	88	92	2	94
5	CCCNC(=O)N1c2ccccc2Sc2ccccc21	103	96	-2	97
6	CCNC(=O)CC1C(=O)N(c2ccc(C)cc2)C(=O)N1CCc1ccc(OC)c(OC)c1 (stereo not drawn)	93	97	1	93
7	COc1ccc2[nH]c(=O)c(CN(CCCN3CCOCC3)C(=O)NCc3ccccc3)cc2c1	104	100	4	101
8	Cc1[nH]n(-c2ccc(Cl)cc2)c(=O)c1/C=N/c1nnc(-c2ccccc2)s1	88	97	33	98
9	O=C(c1ccco1)N1CCN(C(=O)C2(S(=O)(=O)c3ccc(Cl)cc3)CC2)CC1	100	109	-3	98
10	Cc1ccc(Cn2c(C)cc3c(c2=O)C(c2cccs2)C(C#N)=C(N)O3)cc1 (stereo not drawn)	111	109	0	106
11	O=S(=O)(c1ccccc1)c1nc(-c2ccc(F)cc2)oc1N1CCOCC1	104	106	-2	108
12	O=S(Cc1ccccc1)CC(O)(c1ccc(Cl)cc1)c1ccc(Cl)cc1 (stereo not drawn)	100	102	1	97
13	Cc1cccc(NC(=O)Cn2cnc3ccccc3c2=O)c1C	89	98	4	97
14	Cc1cc(C)c([N+](=O)[O-])cc1NCC(=O)N1CCN(c2ccccc2)CC1	116	94	19	97
15	COc1ccc(C(=O)COC(=O)CCN2C(=O)C3C4CCC(C4)C3C2=O)cc1 (stereo not drawn)	95	98	-2	101

item	AGP1-GFP MLPCN	CR mimetic SO	CIT2 TOR yeast	Efflux pump inh
1	106	102	103	-0.1
2	95	95	93	0.0
3	87	96	94	-0.4
4	90	101	88	0.2
5	97	103	89	0.1
6	94	103	91	-0.1
7	103	93	105	-0.1
8	93	106	96	0.2
9	102	107	103	0.1
10	112	98	111	-0.1
11	102	79	107	0.0
12	103	96	97	0.0
13	88	89	95	0.2
14	101	101	97	0.2
15	96	118	101	0.1

Marked active in AHR activator, among the entries above:
entry | molecule | LAP4-GFP MLPCN | MEP2 TOR yeast | AHR activator | RPL19A-GFP yeast | AGP1-GFP MLPCN | CIT2 TOR yeast | Efflux pump inh
1 | CC(C)c1ccc(CNc2ccc3c(c2)ncn3C)cc1 | 104 | 94 | 63* | 98 | 106 | 103 | -0.1

The list continues.
item	canonical_smiles	LAP4-GFP MLPCN	MEP2 TOR yeast	AHR activator	RPL19A-GFP yeast
16	COc1ccc(/C=N/Nc2nc(-c3cccnc3)nc3ccccc23)cc1OC	185*	116	68*	53
17	CCc1ccc(Nc2nc(N3CCOCC3)nc(N3CCOCC3)n2)cc1	103	105	6	99
18	CCOC(=O)C(=O)N1CCC(C(=O)OC)CC1	94	97	2	95
19	O=C(NC12CC3CC(CC(C3)C1)C2)c1ccc(-c2ccc(Cl)cc2)o1	103	101	12	101
20	CCc1nnc(NC(=O)c2ccc(S(=O)(=O)N3CCOCC3)cc2)s1	98	99	7	99
21	CCN=C1NN=C(c2cc(C)n(Cc3ccco3)c2C)CS1	93	104	-1	104
22	CC1(C)CC(=O)C(N=Nc2ccc(Br)cc2)=C(O)C1	104	91	1	95
23	CC(C)c1ccc(NC2CCCN(C(=O)c3cscn3)C2)cc1 (stereo not drawn)	88	104	·	109
24	CSc1ccc(CN(C)C(=O)C2CCN(C(=O)Nc3ccccc3)CC2)cc1	94	101	1	94
25	COc1ccc(/C=N/Nc2nc(N3CCCC3)nc(N3CCCC3)n2)c(OC)c1OC	87	93	17	99
26	CCN(c1ccccc1)S(=O)(=O)c1ccc(C(=O)Nc2cc(C)ccn2)cc1	102	96	1	94
27	COCCCNC(=O)C1CCC(CNS(=O)(=O)c2ccc(C)cc2)CC1 (stereo not drawn)	108	109	-1	133
28	CC(C)n1c(CNC(=O)c2ccccc2)nc2ccccc21	95	98	5	99
29	Cn1c(CC(=O)Nc2ccccc2F)nnc1SCC(=O)NC1=NCCS1	97	107	-1	101
30	COc1ccc(NC(=O)CN2C(=O)S/C(=C/c3cccn3-c3ccc(C(=O)O)cc3)C2=O)cc1	64	99	·	109

item	AGP1-GFP MLPCN	CR mimetic SO	CIT2 TOR yeast	Efflux pump inh
16	87	100	107	0.4
17	51	80	98	-0.1
18	96	95	102	-0.2
19	89	83	83	-0.1
20	96	124	110	0.0
21	102	110	99	0.5
22	106	91	98	-0.1
23	92	90	99	-1.5
24	91	82	88	0.2
25	95	83	102	-0.2
26	97	80	92	-0.2
27	115	102	119	-0.1
28	103	109	99	0.1
29	100	95	103	-0.1
30	96	101	105	-0.2

Additional records follow:
item	canonical_smiles	LAP4-GFP MLPCN	MEP2 TOR yeast	AHR activator	RPL19A-GFP yeast
31	CC1=CC(c2ccc(Cl)cc2)n2nc(N3C(=O)CCC3=O)nc2N1 (stereo not drawn)	105	100	4	99
32	CN(Cc1ccccc1)C(=O)c1ccc(NC(=O)Cc2ccc([N+](=O)[O-])cc2)cc1	97	94	-2	99
33	CNC(=S)Nc1ccc(N2CCCC2)c(S(=O)(=O)Nc2ccc(OC)cc2)c1	94	93	5	93
34	N#CC(C#N)=C(Nc1ccccc1)c1ccccc1	108	115	-3	112
35	c1ccc(-c2cc(N3CCCCC3)nc(-c3ccccc3)n2)cc1	105	100	0	100
36	CC1CCCCC1NC(=O)C1CCN(S(=O)(=O)c2ccc3c(c2)CCC(=O)N3)CC1 (stereo not drawn)	96	107	-2	100
37	CC(CC(=O)N1CCN(c2ccccc2)CC1)S(=O)(=O)c1ccc2c(c1)NC(=O)CO2 (stereo not drawn)	95	95	4	96
38	COc1ccc(C(=O)C2CCCN(C(=O)c3ccc4nccnc4c3)C2)c(C)c1 (stereo not drawn)	89	96	3	95
39	CC(C)C[C@H](CO)N(Cc1ccccc1)S(=O)(=O)N(Cc1ccccc1)[C@@H](CO)CC(C)C	107	100	10	96
40	CCOc1ccc(-c2c(C(=O)N/N=C/C3CCCCC3)nnn2-c2nonc2N)cc1	112	132	4	101
41	CSc1nnc(-c2cnccn2)n1CCCN1CCCC1=O	103	100	-4	102
42	CCN1CCN(CCCN(Cc2ccco2)C(=S)Nc2ccccc2Cl)CC1	94	91	1	91
43	COc1ccc(C(=O)OCC(=O)NCc2ccc3c(c2)OCO3)cc1[N+](=O)[O-]	103	107	2	102
44	CCN(CC)C(=S)SCC(=O)Nc1ccc(F)cc1	99	106	0	101
45	COc1ccc(OC)c(NC(=O)c2ccc3c(c2)OCO3)c1	94	101	112*	102

item	AGP1-GFP MLPCN	CR mimetic SO	CIT2 TOR yeast	Efflux pump inh
31	·	101	108	-0.1
32	96	94	90	0.2
33	95	107	102	-0.1
34	116	94	113	-0.1
35	99	93	92	0.0
36	105	96	107	0.1
37	95	89	96	-0.2
38	91	91	95	-0.1
39	95	85	97	0.4
40	100	103	92	0.0
41	105	89	111	0.0
42	92	98	91	-0.1
43	105	107	98	0.3
44	100	92	103	-0.1
45	83	102	87	0.4

Additional structures
item	canonical_smiles	LAP4-GFP MLPCN	MEP2 TOR yeast	AHR activator	RPL19A-GFP yeast
46	COc1ccc(S(=O)(=O)Nc2ccccc2C)cc1C(=O)N1CCOCC1	110	109	0	93
47	CC(Oc1ccc(C(C)(C)C)cc1)c1ccnc2nc(/N=C/N(C)C)nn12 (stereo not drawn)	92	102	1	97
48	O=C(NCc1cccnc1)c1ccc(COc2ccccc2Br)cc1	107	109	-9	106
49	CCc1cccc(C)c1NC(=O)c1ccc2c(c1)CCN2S(C)(=O)=O	95	106	1	98
50	O=S(=O)(NC1CC1)c1ccc(S(=O)(=O)N2CCCc3ccccc32)cc1	103	106	2	99
51	N#C/C(=N\Nc1cccc2ccccc12)c1nnc2n1CCCCC2	100	129	54*	112
52	COCCCNC(=O)CC1C[C@H](C(=O)N2CCOCC2)[C@@]2(C)c3[nH]c4ccccc4c3CCN2C1=O (stereo partly drawn)	108	103	0	105
53	O=C(N1CCc2[nH]c3ccccc3c2C1)C(F)(F)F	111	104	25	98
54	O=C(O)c1ccccc1C(=O)NCC(O)COCC1CC=CCC1 (stereo not drawn)	93	96	0	97
55	CC1(C(=O)NNC(=S)NCC2CCCO2)CC1(Cl)Cl (stereo not drawn)	68	97	1	104
56	Cn1cccc1C1C=C(c2ccc(C(C)(C)C)cc2)Nc2ncnn21 (stereo not drawn)	120	88	67*	95
57	O=C1CCNc2c(Cl)cc(Cl)cc21	99	97	5	97
58	COc1ccc(CN(CC(=O)NCC2CCCO2)C(=O)CNS(=O)(=O)c2ccc(C)cc2)cc1 (stereo not drawn)	101	102	4	101
59	N/C(=N\OCC(=O)Nc1ccc(F)c(Cl)c1)c1ccccc1	102	102	3	95
60	COc1ccc(OC)c(/C=N\NC(=O)CC(=O)NCCc2ccccc2)c1	90	101	15	97
61	Cc1csc(Nc2nc(N)c(C(=O)Nc3cc(Cl)ccc3F)o2)n1	88	101	-1	109

item	AGP1-GFP MLPCN	CR mimetic SO	CIT2 TOR yeast	Efflux pump inh
46	105	86	100	0.0
47	99	90	101	0.0
48	101	78	103	0.0
49	92	102	98	-0.1
50	104	100	100	-0.1
51	97	109	126	0.4
52	111	109	106	-0.3
53	89	96	94	0.0
54	97	92	99	0.1
55	89	101	86	-0.1
56	77	109	68	0.2
57	95	107	92	0.1
58	95	111	109	0.5
59	95	92	90	0.2
60	98	85	107	0.0
61	105	106	108	-0.1

High-throughput results: PubChem BioAssay, several laboratories
